ERp5 inh: blocks human ERp5 reductase activity on insulin | actives 0.05% (n = 350,000) | ERp5 insulin aggregation, absorbance 650 nm, 90 min | Q15084 | inhibition, % at 9.99 µM | AID 651711;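 active means mean replicate inhibition above about 25%, with every replicate also reaching it, limit read from the data, passing the limit was not always enough; inconclusive means only one of those two criteria met; inactive means neither criterion met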
CASP6 VEID inh: inhibitors of human caspase-6; AID 686996; inhibition, % at 12.5 µM; purified caspase-6, Z-VEID-R110 cleavage fluorescence; actives 0.53% (n = 350,000);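 active means mean inhibition across replicates at least about 35%, with every replicate also reaching that limit, limit read from the data; inconclusive means only one of the two criteria met; inactive means neither criterion met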;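 further: 0% = median of neutral control wells and 100% = no fluorescence left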
PglD DTNB: PglD (C. jejuni) enzyme inhibition | purified PglD enzyme, DTNB colorimetric CoA detection | inhibition, % at 12.5 µM | actives 0.098% (n = 360,000); in the data active means inhibition above about 16%, passing the limit was not always enough; inconclusive means no clear call, values can overlap the other calls; further: strong numbers were not always called active
RAD54 branch: blocks human RAD54 Holliday junction branch migration | Q92698 | FAM/BHQ fluorescence | inhibition, % at 10.4 µM | actives 0.14% (n = 360,000);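 active means mean normalized replicate activity at least 40 and at least half of replicates scoring 40 or more; inconclusive means only one of the two criteria met; inactive means mean below 40 and under half of replicates reaching 40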;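 further: 0% = median of neutral control wells and 100% = median of positive control wells; inhibitors cause a drop in the FAM fluorescence signal; in these data hits start at about 50%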
esBAF inh: inhibitors of esBAF chromatin remodeling in mouse ES cells. Bmi1-luciferase knock-in reporter, 24 h; 100% = twice the neutral-well signal. reporter increase, % at 12.5 µM. actives 2% (n = 350,000); in the data active means activation above about 40%; inconclusive means no clear call, values can overlap the other calls;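 further: 0% = median of the plate's neutral control wells and 100% = double that signal; a rise in the Bmi1 reporter signal indicates esBAF inhibition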
RAD52 inh: RAD52 (human) annealing inhibition | recombinant RAD52 DNA annealing, FRET fluorescence | P43351 | actives 0.46% (n = 360,000) | inhibition, % at 18.7 µM;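 active means every replicate showing at least 50% inhibition; inconclusive means mean inhibition at least 50% but not in every replicate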
Target sequence (P43351 whole entry, looked up): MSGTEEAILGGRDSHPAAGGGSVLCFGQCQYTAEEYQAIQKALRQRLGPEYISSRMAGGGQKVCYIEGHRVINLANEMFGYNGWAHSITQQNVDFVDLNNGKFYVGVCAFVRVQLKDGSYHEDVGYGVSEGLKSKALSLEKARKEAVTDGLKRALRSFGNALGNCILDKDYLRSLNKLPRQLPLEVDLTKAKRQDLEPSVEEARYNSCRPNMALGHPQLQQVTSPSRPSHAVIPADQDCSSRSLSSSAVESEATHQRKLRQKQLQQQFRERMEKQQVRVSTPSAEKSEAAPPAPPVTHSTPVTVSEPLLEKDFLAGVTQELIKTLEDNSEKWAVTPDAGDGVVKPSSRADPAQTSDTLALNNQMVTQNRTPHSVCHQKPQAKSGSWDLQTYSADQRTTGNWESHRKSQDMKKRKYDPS
ARNT-TACC3 inh: disrupts binding between human ARNT and TACC3. Q9Y6A5. AlphaScreen His-ARNT PAS-B/GST-TACC3 binding, luminescence; TACC3 fragment carries E629A point mutation. inhibition, % at 9.99 µM. actives 0.66% (n = 390,000);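 active means mean inhibition of replicates at least 50% and at least half of replicates each reaching 50%; inconclusive means half or more replicates reach 50% but mean below 50%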;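 further: 0% = complete ARNT plus TACC3 wells and 100% = ARNT alone without TACC3; many hits fall short of the cut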
E-sel inducer: induces E-selectin expression in human endothelial cells; HUVEC E-selectin immunofluorescence imaging; normalized: neutral wells 0, TNF-alpha wells 100; P16581; actives 0.37% (n = 260,000); activation, % at 7.58 µM; AID 686992;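 active means mean E-selectin-positive cell signal at least 10% of the positive control, reached in at least 60% of replicates, without over 20% cell loss; inconclusive means no rule given, readout overlaps actives, possibly toxicity-flagged; inactive means the rest, including those meeting only one limit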;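 further: in these data hits start at about 27%; measured in HUVEC primary endothelial cells; signal is the percent of cells scored E-selectin positive by PE staining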
Target sequence (P16581 whole entry, looked up): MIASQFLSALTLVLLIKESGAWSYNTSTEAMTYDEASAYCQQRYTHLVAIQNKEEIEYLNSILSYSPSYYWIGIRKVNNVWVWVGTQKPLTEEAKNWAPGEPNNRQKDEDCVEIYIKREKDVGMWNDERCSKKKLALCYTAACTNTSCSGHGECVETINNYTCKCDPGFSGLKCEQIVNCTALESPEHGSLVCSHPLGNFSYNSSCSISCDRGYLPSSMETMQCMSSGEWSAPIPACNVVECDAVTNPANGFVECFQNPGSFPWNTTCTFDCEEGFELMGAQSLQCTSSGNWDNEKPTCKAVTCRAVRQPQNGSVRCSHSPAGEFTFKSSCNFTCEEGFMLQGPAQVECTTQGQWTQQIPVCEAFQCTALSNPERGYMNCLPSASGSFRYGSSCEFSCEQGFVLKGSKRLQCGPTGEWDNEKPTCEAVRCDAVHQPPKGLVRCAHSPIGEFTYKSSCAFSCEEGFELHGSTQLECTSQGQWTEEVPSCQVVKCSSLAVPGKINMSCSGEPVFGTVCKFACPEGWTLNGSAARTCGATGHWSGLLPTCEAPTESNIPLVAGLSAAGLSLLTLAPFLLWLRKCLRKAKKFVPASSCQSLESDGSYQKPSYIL
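Assay system: HUVEC, human umbilical vein endothelial cells / Amount: 3,000 HUVEC/well / Controls: TNF-alpha positive control, DMSO neutral control / Compound dosing: single concentration / Medium: EGM-2 over gelatin coat / Evaluation: percent E-selectin-positive cells / Signal: immunofluorescence imaging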
Starred values were filed as active, the others as inactive; ? = inconclusive; . = no result given. Compounds were not picked by outcome. Share with any hit: about 3.2%.

SMILES | ERp5 inh | CASP6 VEID inh | PglD DTNB | RAD54 branch | esBAF inh | RAD52 inh | ARNT-TACC3 inh | E-sel inducer
CSc1ccc(S(=O)(=O)N2c3ccccc3CC2C)cc1 (stereo not given) | -4 | 3 | 4 | 3 | 0 | 1 | -26 | .
COCCN(Cc1ccccc1)C(=O)c1cccc(S(=O)(=O)N2CCN(c3ccccc3)CC2)c1 | 3 | -119 | 0 | 2 | -3 | 7 | 3 | -0.1
CC(NS(=O)(=O)c1ccc(Br)cc1)C(=O)NC1CCCCCC1 (stereo not given) | 4 | 5 | -8 | -13 | 2 | -6 | -14 | .
COc1ccccc1NC(=O)c1ccc2c(c1)C(=O)N(c1ccccc1OC)C2=O | -3 | -3 | 3 | 3 | -4 | -6 | 16 | -0.2
Cc1ccc(C)c(-c2csc(N/N=C/c3ccco3)n2)c1 | 4 | -7 | . | . | . | -8 | 8 | .
CC1(C)Cc2ccccc2C(COc2ccccc2)=N1 | 3 | 2 | 4 | -14 | -1 | -32 | 20 | .
Clc1ccc(Br)c(-c2nc3ccccc3[nH]2)c1 | 2 | 0 | -3 | 2 | 4 | -2 | . | 0.2
O=C(C[C@H]1C[C@H](C(=O)N2CCOCC2)[C@@]2(CCC3CCCC3)c3[nH]c4ccc(Cl)cc4c3CCN2C1=O)NCC12CC3CC(CC(C3)C1)C2 | -11 | -1 | -4 | 3 | 16 | -8 | -4 | .
Cc1cc(C)c(C(=O)N(C)CC2CCCN(CCc3ccccc3F)C2)o1 (stereo not given) | 1 | -1 | -4 | -9 | 7 | -8 | 6 | -1.2
CCC(=O)Nc1ccc(OCc2nnc3c4ccccc4c(C)nn23)cc1 | -12 | 0 | . | . | . | 9 | -5 | .

Next section.
SMILES | ERp5 inh | CASP6 VEID inh | PglD DTNB | RAD54 branch | esBAF inh | RAD52 inh | ARNT-TACC3 inh | E-sel inducer
O=S(=O)(Nc1cccc(-c2ccc(N3CCOCC3)nn2)c1)c1ccc(Cl)c(Cl)c1 | 3 | -3 | 3 | -3 | ? | -27 | . | -0.1
CCCc1cc(C(=O)Nc2ccc(CC)cc2)no1 | 3 | 1 | 8 | 3 | 77* | -12 | -1 | -8.5
OC(c1ccccc1)(c1ccccc1)c1ncc[nH]1 | -4 | -2 | 4 | -1 | -2 | -7 | 5 | -0.1
O=C(O)c1ccc(-c2ccc(/C=c3/sc4nc5ccccc5n4c3=O)o2)cc1Cl | 4 | 58* | . | . | . | -155 | . | 0.2
CCCCC/C=C/C1=CC(=O)C[C@H](c2ccc(OC)c(OC)c2)C1 | 2 | 2 | 2 | 6 | -13 | 5 | -3 | -0.1
CC(=O)N(CCc1ccccc1)Cc1cc2ccc(C)c(C)c2[nH]c1=O | -1 | 0 | 3 | 1 | 7 | -2 | -16 | .
C/C(CS(=O)(=O)c1ccc(Cl)c(Cl)c1)=N/NC(N)=S | -8 | 1 | . | . | . | -9 | -2 | .
C/C=C/c1ccc([C@H]2[C@@H](C#N)N(C(=O)Cc3ccccn3)[C@H]2CO)cc1 | -5 | -1 | -4 | 6 | -2 | -77 | 4 | -0.2
CCC(=O)N1C[C@H](C)[C@H](OC)CN(C)C(=O)c2cc(NC(=O)C3CC3)ccc2OC[C@H]1C | 4 | 3 | -2 | 0 | -1 | 2 | -13 | 0.1
COc1ccc(NC(=O)N(C)C[C@H]2OCCCC[C@@H](C)Oc3ccc(NS(=O)(=O)c4ccc(C)cc4)cc3C(=O)N([C@H](C)CO)C[C@@H]2C)cc1 | 3 | 1 | 0 | -14 | -2 | -14 | -2 | .

(more compounds)
SMILES | ERp5 inh | CASP6 VEID inh | PglD DTNB | RAD54 branch | esBAF inh | RAD52 inh | ARNT-TACC3 inh | E-sel inducer
CC(=O)Nc1c(NC(C)(C)C)c2ccccc2oc1=O | 0 | -4 | . | . | . | -6 | 0 | 1.6
C[C@@H]1CCCCO[C@H](CN(C)S(=O)(=O)c2cn(C)cn2)[C@H](C)CN([C@H](C)CO)C(=O)c2cc(NS(=O)(=O)c3ccccc3)ccc2O1 | -6 | 2 | . | . | . | 0 | . | 0.0
Cc1cccc(-c2ccc([C@@H]3[C@@H](CO)N4CCCCN(CCC(F)(F)F)C[C@@H]34)cc2)c1 | -2 | -8 | 0 | 1 | . | 12 | 25 | -0.9
CCOC(=O)N1CCN(C(=O)Nc2ccc3oc(C)nc3c2)CC1 | -4 | -1 | 0 | -2 | -8 | -10 | 1 | .
CCOc1ccc(-n2c(SCC(=O)NCc3ccco3)nc3ccccc3c2=O)cc1 | 1 | 11 | . | . | . | -17 | -2 | -0.1
O=C(c1cccc(F)c1)N1CC(=O)N2[C@H](CO)[C@@H](c3ccc(C#Cc4ccc(F)cc4)cc3)[C@H]2C1 | 7 | 4 | . | . | . | -20 | . | 0.2
Cc1cccc2cc(C(c3nnnn3Cc3ccccc3)N3CCN(C)CC3)c(=O)[nH]c12 (stereo not given) | . | . | 2 | 5 | -3 | . | -2 | .
O=Nc1c(O)ccc2cc(S(=O)(=O)O)ccc12 | . | . | 1 | 1 | 0 | . | 18* | .
Cc1cc(C)c(NC(=O)CS(=O)CC(=O)N2CCN(c3cccc(C)c3C)CC2)c(C)c1 (stereo not given) | 2 | 1 | -2 | -5 | 0 | -8 | -9 | .
CCCCNC(=O)CSc1nc2ccc(N3CCOCC3)cc2c(=O)n1Cc1ccc(OC)cc1 | -1 | 1 | 0 | -8 | 64* | -20 | -7 | .

Next section; the last 4 above are carried over.
compound	ERp5 inh	CASP6 VEID inh	PglD DTNB	RAD54 branch	esBAF inh	RAD52 inh	ARNT-TACC3 inh	E-sel inducer
Cc1cccc2cc(C(c3nnnn3Cc3ccccc3)N3CCN(C)CC3)c(=O)[nH]c12 (stereo not given)	.	.	2	5	-3	.	-2	.
O=Nc1c(O)ccc2cc(S(=O)(=O)O)ccc12	.	.	1	1	0	.	18*	.
Cc1cc(C)c(NC(=O)CS(=O)CC(=O)N2CCN(c3cccc(C)c3C)CC2)c(C)c1 (stereo not given)	2	1	-2	-5	0	-8	-9	.
CCCCNC(=O)CSc1nc2ccc(N3CCOCC3)cc2c(=O)n1Cc1ccc(OC)cc1	-1	1	0	-8	64*	-20	-7	.
O=C(CSCc1ccccc1)NNc1c(F)c(F)cc(F)c1F	0	0	-3	-1	6	-12	-12	-0.1
CC(=O)Nc1sc(C)c(C)c1C(=O)OCC(=O)NCc1ccc(Cl)cc1	3	0	-5	5	-5	-6	-8	-0.5
COC(=O)/C(C#N)=C/c1c(N2CCCCCC2)nc2c(C)cccn2c1=O	-2	2	-4	0	-2	-18	-4	0.4
C[C@H](CO)N1C[C@H](C)[C@@H](CN(C)Cc2ccc(-c3ccccc3)cc2)Oc2ccc(NC(=O)CCC(F)(F)F)cc2CC1=O	4	2	2	4	-6	23	2	0.1
O=C(CCn1c(=O)oc2ccccc21)Nc1cccc([N+](=O)[O-])c1	-1	-6	-3	-5	.	-10	-4	.
C[C@@H]1CN([C@H](C)CO)C(=O)c2cc(/C=C/c3ccccc3)cnc2O[C@@H]1CN(C)Cc1cccnc1	-4	0	-2	-3	0	6	-13	-0.2
Nc1ccccc1-c1nnc(SCC(=O)Nc2ccccc2OC(F)F)[nH]c1=O	0	1	1	-5	6	-23	3	-0.3
C[C@H](CO)N1C[C@H](C)[C@@H](CN(C)C(=O)Nc2ccccc2)Oc2ccc(NC(=O)CCCCCC(=O)Nc3ccccc3N)cc2CC1=O	-2	-4	.	.	.	6	.	-0.2
CCOc1ccc(NC(=O)NNC(=O)c2ccc3ccccc3c2O)cc1	-9	4	-6	-2	-4	-4	-8	-0.6
CCOC(=O)N1CCN(C(=O)CSc2ccc3nnc(-c4ccccn4)n3n2)CC1	-5	-1	3	-9	.	-10	42*	0.5
Cc1cc(C)cc(N(CC(=O)N2CCC(C)CC2)S(=O)(=O)c2ccccc2)c1	.	.	1	1	-9	.	-1	0.8
CN(C)S(=O)(=O)c1ccc(C(=O)NNC(=O)C2COc3ccccc3O2)cc1 (stereo not given)	5	2	.	.	.	-17	-2	.

The listing continues.
compound	ERp5 inh	CASP6 VEID inh	PglD DTNB	RAD54 branch	esBAF inh	RAD52 inh	ARNT-TACC3 inh	E-sel inducer
O=C(c1ccccc1)c1ccc(OCC(O)CN2CCN(Cc3ccccc3)CC2)cc1 (stereo not given)	.	.	2	4	-12	.	8	.
Cc1onc(-c2ccccc2Cl)c1C(=O)NCc1ccccc1	4	-1	2	-6	0	5	1	.
O=C(OCC(=O)N1CCC(Cc2ccccc2)CC1)c1ccccc1O	1	-3	-2	-9	.	-18	5	0.8
CCCCc1cc(=O)oc2cc(C)cc(OCC(=O)Nc3cccnc3)c12	-10	-2	-3	5	-8	-9	1	.
CCN(CC)S(=O)(=O)c1ccc(N2CCCC2)c(NC(=O)c2ccc(N3CCCC3=O)cc2)c1	6	-83	.	.	.	-16	5	.
COCCCn1c(SCC(=O)Nc2ccc(NC(C)=O)cc2)nc2sc3c(c2c1=O)CCC3	-4	-3	-2	-10	2	-15	6	-0.1
O=c1nc2c(O)cccn2c2c1c(=O)[nH]c1ccccc12	-6	19	-9	-7	.	-4	26	.
O=C(Nc1cccc(Cl)c1)c1ccc(OC(=S)N2CCOCC2)cc1	5	-4	.	.	.	2	-1	.
Cn1cc(-c2csc(C(O)c3ccc(F)c(F)c3)n2)cn1 (stereo not given)	-8	-2	6	-8	5	-10	.	0.0
Cc1ccc(COc2ccccc2C(=S)N2CCCC2)cc1	5	0	-8	-6	55*	-15	-3	.
COCc1cn(CC[C@H]2CC[C@@H](NC(=O)Nc3ccc(Cl)cc3)[C@H](CO)O2)nn1	-1	-1	1	-6	-7	-2	-2	-0.3
C[C@H](CO)N1C[C@H](C)[C@H](CN(C)C(=O)Nc2cccc3ccccc23)Oc2ccc(NC(=O)Cc3cn(C)c4ccccc34)cc2C1=O	-2	3	4	0	9	-13	-7	.

Remaining list, next part
compound	ERp5 inh	CASP6 VEID inh	PglD DTNB	RAD54 branch	esBAF inh	RAD52 inh	ARNT-TACC3 inh	E-sel inducer
CNC[C@@H]1Oc2c(NC(=O)Nc3ccc4c(c3)OCO4)cccc2C(=O)N([C@@H](C)CO)C[C@H]1C	-4	-7	1	-4	-5	10	-5	0.0
CC(Oc1ccccc1F)C(=O)NNC(=O)CCNC(=O)c1ccco1 (stereo not given)	1	2	-3	-1	0	-7	-7	.
CC(C)Cn1cnc2c(SCc3ccccn3)nc(N)nc21	-2	0	-5	-8	6	-13	3	7.5
C/C=C/c1ccc2c(c1)O[C@@H](CN(C)C(=O)c1ccncc1)[C@@H](C)CN([C@@H](C)CO)S2(=O)=O	7	-4	2	4	-5	14	-5	-0.3
COc1ccc(C#Cc2ccc3c(c2)[C@]2(C(=O)N3)[C@H](c3ccccc3OCCO)N3[C@H](c4ccccc4)[C@H](c4ccccc4)OC(=O)[C@H]3[C@@H]2C(=O)N2CCCCCCC2)cc1	-12	-3	0	-1	.	56*	30	.
COc1cc(SC#N)ccc1N=Cc1c(C)[nH]n(-c2ccc(C)cc2C)c1=O	.	.	-2	0	-8	.	0	.
CC(C)C(NC(=O)OCc1ccccc1)C(=O)N1CCOCCOCCOCC1 (stereo not given)	13	-2	.	.	.	-4	-1	.
CC(=O)NC(CCc1ccc(Cl)c(Cl)c1)c1cccc(O)c(=O)c1 (stereo not given)	-4	24	-1	1	.	-30	.	0.1
